Screening results (PubChem BioAssay)
IEC-6 cytotox: kills IEC-6 intestinal cells in KLF5 counter-screen | IEC-6 cytotoxicity, luminescence viability | inhibition, % at 5 µM | 290,000 tested, 0.78% active | AID 1825; in the data active means inhibition above about 22%;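 further: 0% = plate median of test compound wells and 100% = cytotoxic reference compound wells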
TRPC4 potent: TRPC4 (mouse) allosteric potentiation. Q9QUQ5. HEK293 TRPC4beta/mu-opioid, DAMGO EC20, Fluo-4 Ca2+ flux; hits give high values. B-score at 10 µM. 310,000 tested, 0.42% active. AID 2227;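 active means B-score of calcium response area above 5 SD of library B-scores, with initial fluorescence ratio within 5 SD of library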;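 further: B-score of integrated fluorescence ratio over time as area under calcium response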
Target sequence (Q9QUQ5 whole entry, looked up): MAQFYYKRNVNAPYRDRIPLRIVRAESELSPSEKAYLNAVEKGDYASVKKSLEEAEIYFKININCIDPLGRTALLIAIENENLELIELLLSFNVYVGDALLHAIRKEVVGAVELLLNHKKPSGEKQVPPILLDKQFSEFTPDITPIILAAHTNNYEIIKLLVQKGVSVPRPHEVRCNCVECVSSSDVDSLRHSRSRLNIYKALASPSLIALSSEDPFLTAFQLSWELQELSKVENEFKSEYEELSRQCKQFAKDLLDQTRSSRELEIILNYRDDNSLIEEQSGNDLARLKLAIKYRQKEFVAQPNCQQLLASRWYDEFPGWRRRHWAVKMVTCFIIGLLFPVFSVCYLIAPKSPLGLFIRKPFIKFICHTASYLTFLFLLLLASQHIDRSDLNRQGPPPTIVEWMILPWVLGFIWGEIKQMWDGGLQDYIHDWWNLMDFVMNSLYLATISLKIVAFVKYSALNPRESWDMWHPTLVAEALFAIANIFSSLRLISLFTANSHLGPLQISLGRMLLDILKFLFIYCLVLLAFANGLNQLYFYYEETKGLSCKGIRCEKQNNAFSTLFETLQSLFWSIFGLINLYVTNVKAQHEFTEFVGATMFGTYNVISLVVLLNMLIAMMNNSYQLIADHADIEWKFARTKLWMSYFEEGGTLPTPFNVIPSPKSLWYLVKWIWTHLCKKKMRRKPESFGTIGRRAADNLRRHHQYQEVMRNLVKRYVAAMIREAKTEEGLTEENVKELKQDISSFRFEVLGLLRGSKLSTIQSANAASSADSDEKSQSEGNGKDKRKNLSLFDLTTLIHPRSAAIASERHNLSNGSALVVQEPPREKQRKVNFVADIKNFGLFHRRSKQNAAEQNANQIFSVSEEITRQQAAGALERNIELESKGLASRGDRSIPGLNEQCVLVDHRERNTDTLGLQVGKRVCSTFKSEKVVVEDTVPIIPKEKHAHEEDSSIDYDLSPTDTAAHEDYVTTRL
TRPC4 block: TRPC4 (mouse) channel inhibition. 300,000 tested, 0.39% active. HEK293 TRPC4beta/mu-opioid, DAMGO-evoked Fluo4 calcium flux; hits give low values. B-score at 10 µM. Q9QUQ5;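 active means B-score over 3 SD under the library average, no early fluorescence shift, positive overall ratio signal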
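Test system – stable TRPC4beta/mu-opioid receptor HEK293 cells · Probe or stimulus – DAMGO, a submaximal dose followed by a maximal one · Dosing – one concentration per compound · Signal – Fluo4 calcium fluorescence by kinetic imaging, 5 s 1 Hz baseline · Evaluation – per-well B score of integrated baseline-normalized Fluo4 ratio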
HIF act: HIF pathway transcriptional activation | activation, % at 7.5 µM (by protocol) | U2OS HRE-luciferase reporter, luminescence; normalized: DMSO 0%, desferrioxamine 100% | 300,000 tested, 0.32% active | AID 1910;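 active means mean activation of at least 10% of the iron chelator positive control signal, with at least half of replicates also reaching 10%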
SKKanGAS inh: SKKanGAS growth inhibition | S. pyogenes SKKanGAS, kanamycin growth, BacTiter-Glo, 6 h | inhibition, % at 7.5 µM | 300,000 tested, 1.3% active | AID 1662;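 active means mean replicate score, as percent of positive control median, at least 50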;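 further: strain carries kanamycin resistance gene driven by streptokinase promoter and grows in 40 µg/ml kanamycin; loss of luminescence reflects streptokinase promoter inhibition or plain growth inhibition; 0% = median of DMSO wells and 100% = positive control at its reference dose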
MrgX1 antagonist: human MrgX1 receptor antagonism, primary screen. Q96LB2. AID 588676. 310,000 tested, 1.3% active. MRGX1-HEK293 calcium flux, Fluo-4, BAM8-22 antagonism; hits give low values. B-score at 10 µM;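 active means calcium-response B-score plate-corrected more than 3 library SD below zero, starting fluorescence within 5 deviations, no agonist response on first addition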;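 further: peak minus trough fluorescence over baseline after final BAM8-22 challenge near maximal dose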
KLF5 inhibitor: inhibitors of KLF5 expression; DLD-1 KLF5 promoter-luciferase reporter, luminescence; inhibition, % at 5 µM; 290,000 tested, 0.23% active;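 active means inhibition above a per-plate limit of that plate's mean compound inhibition plus 3 SD, cut at about 60% in these data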;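 further: 0% = DMSO wells and 100% = LY294002 at 200 µM; higher means less KLF5 promoter-driven luciferase light; inactives centre near -14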
TRPC6 activator: activates the mouse TRPC6 cation channel; HEK293-TRPC6 membrane potential dye fluorescence; hits give high values; B-score at 10 µM; 310,000 tested, 0.13% active;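 active means B-score of the integrated fluorescence ratio above library mean plus 3 SD, and starting fluorescence ratio within library mean plus 5 SD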;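 further: higher score means more depolarization so channel activation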
aSyn 5UTR inh: MLPCN primary screen, SNCA 5' untranslated region. alpha-synuclein 5'UTR reporter, inhibitor activity. inhibition, % (tested at 7.5 µM). 300,000 tested, 0.82% active. AID 1813; in the data active means inhibition above about 60%;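 further: H4 neuroglioblastoma cells stably carrying SNCA 5'UTR luciferase fusion; 0% = DMSO wells and 100% = positive control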
TRPC4 agonist: opens the mouse TRPC4 cation channel; 310,000 tested, 0.49% active; Q9QUQ5; HEK293 TRPC4beta/mu-opioid, Fluo4 calcium fluorescence; hits give high values; B-score at 10 µM; AID 2237;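 active means B-score above 5 SD of library B-scores, and initial fluorescence ratio not above library mean plus 5 SD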;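 further: positive B-score marks a calcium rise read as TRPC4 activation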
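system = HEK293 cells stably co-expressing mouse TRPC4beta and mu-opioid receptor | schedule = Fluo4 dye loading 45 min at room temperature, 110 s recording | measure = B-scored integrated calcium fluorescence ratio | signal = Fluo4 calcium-sensitive dye fluorescence, kinetic, 1 Hz baseline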
TRPC6 inh: mouse TRPC6 channel inhibition | HEK293-TRPC6, membrane potential dye, ACh-evoked depolarization; hits give low values | 310,000 tested, 1.1% active | Q61143 | B-score at 10 µM | AID 2553;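 active means B-score under library mean minus 3 SD, initial fluorescence not abnormally high, positive integrated signal ratio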;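 further: B-score derived from integrated fluorescence ratio over the kinetic read; more negative B-score means stronger inhibition of depolarization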
The depositor's hits bear a star; i = inactive; . = not tested or not shown.

SMILES	IEC-6 cytotox	TRPC4 potent	TRPC4 block	HIF act	SKKanGAS inh	MrgX1 antagonist	KLF5 inhibitor	TRPC6 activator	aSyn 5UTR inh	TRPC4 agonist	TRPC6 inh
CC(NC(=O)C1CCCCC1)C(c1cccs1)N1CCN(C)CC1 (stereo not drawn)	.	i	i	0.2	4	i	.	i	7	i	i
CCCCc1c(O)nc(SCC(=O)c2ccccc2)n(-c2ccccc2OC)c1=O	-1	i	i	0.0	14	i	2	i	-14	i	i
CCn1c(C)nc2cc(C(=O)NNC(=O)Nc3ccc(Cl)cc3)ccc21	-1	i	i	0.4	-7	i	-17	i	-37	i	i
C=C(C)C1CC=C(C)/C(=N\NC(=O)CNc2ccccc2OC)C1 (stereo not drawn)	5	i	i	0.2	-5	-6.1*	-1	i	3	i	i
O=C(Nc1cc(Cl)cc(Cl)c1)c1coc(=O)c(Br)c1	6	i	i	-1.0	-2	i	5	i	-9	i	i
CCc1ccc(NC(=O)c2cc(C)nn2-c2ccccc2)cc1	5	i	i	1.3	-3	i	-22	i	-11	i	i
Cc1[nH]c2ccccc2c1C(=O)COC(=O)C1CCC(=O)N1 (stereo not drawn)	-4	i	i	0.2	1	i	7	i	10	i	i
CCn1c(SCC(=O)NC2CCCc3ccccc32)nnc1-c1cccs1 (stereo not drawn)	0	i	i	0.7	-2	i	-55	i	11	i	i
CCN(CC)S(=O)(=O)c1cccc(C(=O)OCC(=O)c2ccc3c(c2)NC(=O)CO3)c1	-3	i	i	0.0	-5	i	-20	i	-1	i	i
COc1ccccc1NC(=O)CSCC(=O)N1c2ccccc2CCc2ccccc21	0	i	i	-0.5	6	i	10	i	-24	i	i
COCCCNCCCCOc1ccc(C)cc1[N+](=O)[O-]	0	i	i	-0.2	-5	i	-28	i	13	i	i
CCc1ccc(OC(C)C(=O)N(Cc2ccco2)C2CCS(=O)(=O)C2)cc1 (stereo not drawn)	11	i	i	-0.3	-3	i	-3	i	-15	i	i
Cc1cccc(NC(=O)c2ccc(NCC3CCCO3)c([N+](=O)[O-])c2)c1 (stereo not drawn)	1	i	i	1.1	-6	i	7	i	-64	i	i
COc1ccc(NC(=O)C(C)N2C(=O)c3ccccc3C2=O)c(OC)c1 (stereo not drawn)	.	i	i	-0.3	2	i	.	i	-21	i	i
O=C(O)c1[nH]c2ccccc2c1CC(=O)N1CCOCC1	3	i	i	0.2	1	i	0	i	-19	i	i
CCOC(=O)c1ccc(N2C(=O)C=CC2=O)cc1	2	i	i	-0.2	3	i	-18	i	-9	i	i
O=C(NCc1ccccc1)C1CCCN(S(=O)(=O)c2ccc(Br)cc2)C1 (stereo not drawn)	1	i	i	-0.7	1	i	2	i	7	i	i
Cc1noc(C)c1C(=O)N1CCCc2ccccc21	7	i	i	-0.6	-9	i	15	i	0	i	i
C=C1C(C(=O)Nc2ccc(F)cc2)C1C(=O)Nc1ccc(F)cc1 (stereo not drawn)	0	i	i	-0.2	-9	i	4	i	14	i	i
Nc1nc(NCCOCCO)nc(NCc2ccccc2)c1[N+](=O)[O-]	-3	i	i	-46	-3	i	-30	i	21	i	i
Cn1cc(CCNCc2cn[nH]c2-c2ccc(-c3ccccc3)cc2)cn1	1	i	i	1.6	-1	i	-26	i	-98	i	i
CC(NC(=O)Cc1ccc(F)cc1)C(c1cccs1)N1CCN(C)CC1 (stereo not drawn)	-1	i	i	0.2	-4	i	-1	i	-33	i	i
Cc1cccc(-n2c(C)cc(C=C(C#N)C#N)c2C)c1	4	i	i	-0.2	-4	i	-36	i	-22	i	i
COc1cccc(OC)c1C(=O)NC(C)C12CC3CC(CC(C3)C1)C2 (stereo not drawn)	4	i	i	-0.3	5	i	-7	i	15	i	i
COc1cc(OC)c(OC)cc1/C=N/n1c(-c2n[nH]c3c2CCC3)n[nH]c1=S	4	i	i	0.0	14	i	-13	i	34	i	i
SMILES	IEC-6 cytotox	TRPC4 potent	TRPC4 block	HIF act	SKKanGAS inh	MrgX1 antagonist	KLF5 inhibitor	TRPC6 activator	aSyn 5UTR inh	TRPC4 agonist	TRPC6 inh
O=C(NCc1cccnc1)c1ccc(COc2ccc(Cl)cc2Cl)o1	3	i	i	-1.1	-20	i	-29	i	13	i	i
COc1ccc(-c2cc(=Nc3c(C)n(C)n(-c4ccccc4)c3=O)c3ccccc3o2)cc1	13	i	i	5.7	-3	i	-157	i	-270	i	i
CC1CCN(c2cc(N)c(Cl)cc2[N+](=O)[O-])CC1	6	i	i	-0.1	8	i	1	i	-15	i	i
O=C1c2ccccc2C(=O)N1CC1=NCCc2ccccc21	0	i	i	-0.2	-17	i	-38	i	-29	i	i
CCc1nnc(NC(=O)CC(C)c2ccccc2)s1 (stereo not drawn)	0	i	i	-0.4	0	i	-52	i	-16	i	i
Cc1ccc(-c2nnc(OCc3nc4ccccc4n3C)c3ccccc23)cc1	.	i	i	0.0	-3	i	.	i	14	i	i
Cc1occc1C(=O)N(Cc1nc(-c2ccccc2)no1)C(C)C	-3	i	i	-0.3	0	i	-17	i	-3	i	i
COc1ccc(OCc2cc(C(=O)N3CCN(CC(=O)N(C)C)CC3)no2)c(Cl)c1	1	i	i	-0.1	-4	i	-2	i	-1	i	i
CC1CCN(C(=O)COC(=O)CCc2c[nH]c3ccccc23)CC1	3	i	i	0.6	-6	i	4	i	2	i	i
Cc1ccc(CC2S/C(=N/c3ccccn3)NC2=O)cc1 (stereo not drawn)	-5	i	i	0.1	10	i	-44	i	10	i	i
COc1cc2c(cc1OC)CN(C(=O)/C=C/c1cc(OC)c(OC)c(OC)c1)CC2	0	i	i	-21	-3	i	-30	i	12	i	i
O=C(CSC1=NCCN1)NC1CCCCCC1	0	i	i	0.0	-2	i	-12	i	2	i	i
O=C(c1ccc(Cl)cc1Cl)c1ncc(C(F)(F)F)cc1Cl	-1	i	i	-0.5	-11	i	-4	i	-5	i	i
Cc1ccc(NC(=S)Nc2ccc(OC(F)F)c(Cl)c2)cc1Cl	-6	i	i	1.4	11	i	-19	i	3	i	i
O=C(c1ccccc1)N1N=C(c2ccccc2)CC1c1cccs1 (stereo not drawn)	3	i	i	0.8	0	i	-18	i	33	i	i
O=C(COc1ccc(Cl)cc1)N/N=C/c1cccc2cccnc12	13	i	i	2.3	0	i	0	i	23	i	i
Oc1ccc(/C=N/NC(=S)Nc2cccnc2)c(O)c1	-4	i	i	3.0	-11	i	32	i	-17	i	i
COc1cc(/C=N\NC(=O)c2ccc(-c3ccccc3)cc2)cc(OC)c1OC(C)=O	-3	i	i	.	.	i	-18	i	.	i	i
CCN1CCN(C(=S)c2ccc(OC)cc2)CC1	4	i	i	-0.2	0	i	0	i	6	i	i
CCn1c(=O)c(C(=O)CN2CCN(S(=O)(=O)c3cc(C)ccc3C)CC2)c(N)n(Cc2ccccc2)c1=O	-1	i	i	-0.4	8	i	-34	i	3	i	i
COc1ccc(S(=O)(=O)N2CCC(C(=O)NCc3ccc(C)cc3)CC2)cc1	-5	i	i	-1.1	-5	i	-17	i	5	i	i
O=C(NCc1ccco1)c1ccc(CNc2c(N3CCCCC3)c(=O)c2=O)cc1	-2	i	i	-0.1	-4	i	-4	i	4	i	i
COc1ccc(/C=N/NC(=O)c2cc(C3CC3)[nH]n2)cc1OC	-8	i	i	0.1	5	i	-12	i	6	i	i
CCN(CC)S(=O)(=O)c1ccc2c(c1)c(=O)c(C(=O)NCc1ccco1)cn2C	0	i	i	0.0	2	i	-27	i	0	i	i
COc1ccc(OC)c(NC(=O)c2cc(-c3cc(C)c(C)cc3O)n[nH]2)c1	-7	i	i	3.2	-5	i	-32	i	-95	i	i

Marked active in MrgX1 antagonist, among the entries above:
molecule	TRPC4 potent	MrgX1 antagonist	KLF5 inhibitor	TRPC6 activator	aSyn 5UTR inh	TRPC4 agonist
C=C(C)C1CC=C(C)/C(=N\NC(=O)CNc2ccccc2OC)C1 (stereo not drawn)	i	-6.1*	-1	i	3	i

New compounds follow.
SMILES	IEC-6 cytotox	TRPC4 potent	TRPC4 block	HIF act	SKKanGAS inh	MrgX1 antagonist	KLF5 inhibitor	TRPC6 activator	aSyn 5UTR inh	TRPC4 agonist	TRPC6 inh
Cc1c(-c2nc(N)nc(Nc3ccccc3)n2)oc2ccccc12	7	i	i	2.4	13	i	-144	i	-134	i	i
Cc1ccc(C(O)P(=O)(OC2CCCCC2)OC2CCCCC2)cc1 (stereo not drawn)	-1	i	i	-0.7	12	i	-8	i	11	i	i
c1ccc(CCNc2nc3ccccc3n3nnnc23)cc1	6	i	i	1.3	2	i	-15	i	-12	i	i
CCCC(=O)NNC(=O)CCC(=O)NCc1ccccc1	-10	i	i	-0.2	-10	i	-11	i	-14	i	i
O=C(CN1C(=O)c2ccccc2S1(=O)=O)NCc1ccco1	2	i	i	0.3	-6	i	-34	i	11	i	i
CCOc1ccccc1C(=S)NC1CCCCC1	4	i	i	0.3	4	i	-15	i	19	i	i
Cc1cc2oc(=O)cc(Cn3ccnc3)c2cc1C	-3	i	i	0.5	-11	i	5	i	-16	i	i
CC(=O)Nc1ccc(S(=O)(=O)NC2(C(F)(F)F)C(=O)Nc3c2c(=O)[nH]c(=O)n3C)cc1 (stereo not drawn)	-1	i	i	-0.4	1	i	-1	i	2	i	i
COc1ccc2[nH]c(=O)c(C(c3nnnn3C(C)(C)C)N(Cc3ccco3)CC3CCCO3)cc2c1 (stereo not drawn)	-1	i	i	-0.2	-3	i	-2	i	1	i	i
O=C(c1ccc(Cl)cc1)c1oc2ccccc2c1CS(=O)c1ccccc1 (stereo not drawn)	14	i	i	0.3	8	i	-15	i	17	i	i
COc1ccc(CCNC(=O)C(CC(C)C)NC(N)=O)cc1 (stereo not drawn)	0	i	i	-0.1	-4	i	-18	i	-4	i	i
Cc1ccc[n+](CC(=O)c2ccc(Br)cc2)c1	0	i	i	0.4	-5	i	-26	i	-1	i	i
O=C(NC1CC1)C1=C[C@@H](c2ccccc2)C[C@@H](OCCCCO)O1	-5	i	i	1.0	2	i	-18	i	-19	i	i
Cc1ccc(C(=O)Oc2ccc(N3C(=O)CCC3=O)c(C)c2)cc1	2	i	i	0.7	0	i	-9	i	-13	i	i
O=C(c1ccccc1)N1CCN(C(=O)c2cccnc2)CC1	-1	i	i	0.2	1	i	-5	i	11	i	i
Cc1cc(C(F)(F)F)n2nc(-c3cnn(C)c3C(F)(F)F)cc2n1	-2	i	i	-0.4	1	i	-21	i	2	i	i
Cc1cc[n+](-c2[nH]c(=O)sc2/C=N/N=C(\[O-])c2ccncc2)cc1C	2	i	i	0.0	6	i	-18	i	-13	i	i

Random draw from the library. Share with any hit: about 5.8%.
